# High-throughput results: PubChem BioAssay, several laboratories
# Arrestin-AP2 inh – inhibitors of beta-arrestin/AP2 binding, primary screen, biochemical, GPCR trafficking, flow cytometry; FITC-arrestin peptide / GST-AP2 beads; AP2 beta2 appendage carries R879A mutation; inhibition, % at 10 µM; 0.31% of 340,000 active; AID 504490, 2011;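 active = inhibition above a set limit, near 3 SD of compounds lacking own fluorescence, cut at about 54% in these data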;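 note: plate controls were DMSO wells for no effect and 5 µM unlabelled arrestin peptide for full effect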
#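 system = GST-tagged AP2 beta2-adaptin appendage (R879A) on 4 µm glutathione beads | reagent = FITC-labelled arrestin peptide probe, 50 nM final | schedule = compound with beads 12 min RT, then probe 1 h RT | signal = HyperCyt-sampled flow cytometry, FL1 channel, ex 488/em 535 nm | read-out = percent response from loss of bead-bound FITC fluorescence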
# Keap1-Nrf2 PPI – Keap1-Nrf2 protein-protein interaction inhibitors, primary screen, biochemical, fluorescence polarization, single point | Keap1 Kelch-Nrf2 peptide fluorescence polarization, 1536-well | 0.15% of 340,000 active | Kelch-like ECH-associated protein 1 (Homo sapiens), Q14145 | inhibition, % at 9.4 µM; in the data active = inhibition above about 12%; inconclusive = no clear call, values can overlap the other calls; inactive = below about 7.3%;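 note: human Keap1 Kelch domain with fluorescein labeled Nrf2 9mer peptide probe; 0% = neutral control wells and 100% = peptide positive control; higher means more block of Keap1 binding to Nrf2 peptide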
# Target sequence (Q14145 whole entry, looked up, the tested form may be a part): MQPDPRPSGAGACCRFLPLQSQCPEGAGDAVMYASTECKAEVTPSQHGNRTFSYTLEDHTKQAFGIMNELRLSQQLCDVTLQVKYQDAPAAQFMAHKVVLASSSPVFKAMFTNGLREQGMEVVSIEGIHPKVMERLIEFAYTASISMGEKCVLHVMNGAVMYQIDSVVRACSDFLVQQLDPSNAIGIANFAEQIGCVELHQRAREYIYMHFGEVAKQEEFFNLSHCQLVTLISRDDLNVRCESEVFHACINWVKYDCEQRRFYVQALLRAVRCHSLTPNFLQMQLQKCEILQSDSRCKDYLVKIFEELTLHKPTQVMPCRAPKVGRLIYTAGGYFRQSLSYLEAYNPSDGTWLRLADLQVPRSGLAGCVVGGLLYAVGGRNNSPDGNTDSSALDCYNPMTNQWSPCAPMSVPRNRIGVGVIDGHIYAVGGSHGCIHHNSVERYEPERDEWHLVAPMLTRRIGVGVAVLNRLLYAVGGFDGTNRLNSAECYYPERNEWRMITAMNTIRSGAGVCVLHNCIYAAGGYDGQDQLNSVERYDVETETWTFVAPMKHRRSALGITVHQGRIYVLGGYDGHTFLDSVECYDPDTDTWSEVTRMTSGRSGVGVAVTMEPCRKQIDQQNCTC
# V-ATPase pHluor – regulators of yeast V-ATPase proton pumping, primary screen, pHLuorin cytosolic pH fluorescence. 0.37% of 350,000 active. S. cerevisiae. response, % at 10 µM. AID 504577, 2011; in the data active = response mostly above about 7.3%, no sharp cut-off; inactive = mostly below about 5.4%; note: actives read high; inactives centre near 0; some compounds called inactive have numbers as strong as hits; reference of the scale not given here
# RTF Ca sens inh – cardiac RTF calcium sensitivity inhibitors, primary screen, biochemical, IANBD-TnC fluorescence, EC70 calcium; Troponin I, cardiac muscle (Homo sapiens) + Troponin T, cardiac muscle (Homo sapiens) + …; inhibition, % at 7.15 µM; AID 493244, 2011; IANBD-labeled cardiac RTF, Ca2+ fluorescence; 0.12% of 340,000 active;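 active = inhibition above the mean inhibition of all tested compounds plus 3 SD, cut at about 17% in these data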;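 note: assay run at fixed EC70 calcium of 1.6 mM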
# MOR-DOR inv ag – inverse agonists of MOR-DOR heterodimerization, primary screen, cell-based, luminescence; Mu-type opioid receptor (Homo sapiens) + Delta-type opioid receptor (Homo sapiens), …; cell-based MOR-DOR heterodimer luminescence, inverse agonism; inhibition, % at 9.3 µM; 0.21% of 340,000 active; AID 504357, 2011; in the data active = inhibition above about 22%, passing the limit was not always enough;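 note: 0% = cells with DMSO and 100% = wells without cells with DMSO; values of inactives mirror those of a sister screen read the other way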
# cardiac RTF act – cardiac RTF calcium sensitivity activators, primary screen, biochemical, IANBD-TnC fluorescence, EC20 calcium. IANBD-labeled TnC RTF fluorescence at EC20 calcium; 0% EC20 calcium, 100% full calcium. activation, % at 7.2 µM. 0.24% of 340,000 active. Troponin I, cardiac muscle (Homo sapiens) + Troponin T, cardiac muscle (Homo sapiens) + …;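 active = activation above the mean over all tested compounds plus 3 SD, cut at about 30% in these data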;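 note: rise in fluorescence read as greater calcium sensitivity of cardiac thin filaments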
# Wnt bcat act – Wnt/beta-catenin pathway activators, primary screen, cell-based, plate reader, single point | Wnt/beta-catenin reporter cell assay, activator | activation, % at 9.35 µM | 1.2% of 300,000 active; in the data active = activation above about 30%, passing the limit was not always enough; inconclusive = no clear call, values can overlap the other calls;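 note: 0% = neutral control wells and 100% = positive control wells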
# OPRM1-OPRD1 ag – agonists of OPRM1-OPRD1 heterodimerization, primary screen, cell-based, luminescence | Mu-type opioid receptor (Homo sapiens) + Delta-type opioid receptor (Homo sapiens), … | cells | activation, % at 9.3 µM | 0.3% of 340,000 active | AID 504326, 2011; in the data active = activation above about 18%;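 note: 0% = vehicle-treated cells and 100% = reference agonist; values of inactives mirror those of a sister screen read the other way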
# LANA DNA inh – inhibitors of KSHV C-LANA binding to DNA, primary screen, biochemical, fluorescence polarization, FAM-LBS DNA, MBP-C-LANA, single point; Kaposi's sarcoma herpesvirus LANA C-terminal domain (residues 932-1162) DNA binding; inhibition, % at 9 µM; 0.078% of 340,000 active; AID 504423, 2011;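 active = highest replicate inhibition at or above 60% at 9 µM, even if other replicates fall short; inactive = all replicates below 60% inhibition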;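 note: 0% = neutral control wells and 100% = 4 µM acridine orange control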
# Pemphigus Ab inh – inhibitors of pemphigus antibody binding to DSG3, primary screen, biochemical, bead-based, flow cytometry, scFv-GFP. Desmoglein-3 (Homo sapiens), P32926. DSG3-coupled beads, scFv-anti-DSG3-GFP binding; stronger effect = lower value. binding (percent of control), % at 10 µM. 0.48% of 310,000 active. AID 588358, 2011;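 active = binding more than 3 SD below its plate's average and above zero; inconclusive = below that plate limit but binding exactly zero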;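 note: hits lower antibody fragment binding to DSG3; some compounds called inactive have numbers as strong as hits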
# Starred values were filed as active, the others as inactive; ? = inconclusive; / = not tested or not shown.
SMILES,Arrestin-AP2 inh,Keap1-Nrf2 PPI,V-ATPase pHluor,RTF Ca sens inh,MOR-DOR inv ag,cardiac RTF act,Wnt bcat act,OPRM1-OPRD1 ag,LANA DNA inh,Pemphigus Ab inh
CCn1c(=O)cc(SCC(=O)N2CCN(C3CCCCC3)CC2)c2ccccc21,32.5,0.7,0.4,-3.4,1.4,1.5,/,-0.3,0.5,100.7
N#Cc1ccc(C(=O)Nc2cccc(S(=O)(=O)NC3=NCCC3)c2)cc1,1.6,-2.6,-1.9,-3.0,6.8,0.4,-1.0,-1.7,-0.1,98.8
Nn1c(SCC(=O)NCCCc2ccccc2)nnc1-c1cccnc1,1.2,-3.8,-2.1,-4.8,-11.5,3.6,-0.5,2.2,-1.5,106.2
COc1ccc(-n2nc3c(c2NC(=O)C24CC5CC(CC(C5)C2)C4)CS(=O)C3)cc1 (centres undefined),25.2,-0.2,-0.1,-5.7,14.9,-2.9,-0.6,-2.9,1.7,97.2
Cc1nnc(SCCn2c(N3CCCCCC3)nc3c2c(=O)[nH]c(=O)n3C)s1,4.3,-2.2,-5.1,-10.5,9.0,6.3,0.2,-1.7,-0.8,103.2
CC(C)(C)N(CC#CCC(O)(c1ccccc1)C1CCCC1)CCO (centres undefined),33.0,-2.1,2.9,-12.2,2.7,8.8,-1.8,-0.6,0.8,104.1
CCOC(=O)C1=C(CC)Nc2ccccc2N=C1NC(=O)c1cccc(S(=O)(=O)N2CCCC2)c1,4.8,-3.1,6.5,-4.2,6.8,9.6,/,-1.2,1.7,103.6
O=C(CN(C(=O)CCC(=O)Nc1ccccn1)c1cccc(F)c1)NCc1ccc(F)cc1,10.6,-1.2,-0.1,-14.7,4.7,-0.1,1.2,-0.7,-0.4,96.9
COc1ccc(NC(=S)N2CCC(N(C)CC3CCCO3)CC2)cc1 (centres undefined),-6.2,3.1,1.1,1.8,10.9,5.6,-0.9,-2.1,-0.4,107.7
CN1CCc2c(sc3c2C(=O)NC(c2ccccn2)N3)C1 (centres undefined),12.4,-3.6,1.1,-27.5,9.2,18.1,/,-1.8,16.9,/
COc1ccc(NC(=O)c2ccc3c(c2)N(C)CCS3)cc1,1.0,-2.8,-1.2,-6.6,3.2,4.7,52.7*,-0.6,0.4,107.2
Cc1cc(C(=O)NCCc2ccc(S(N)(=O)=O)cc2)c(C)o1,7.2,-1.3,4.6,5.6,-14.6,-1.7,-2.3,2.1,-0.9,104.1
Cn1c(SCC(=O)N2CCOCC2)nc2sc3c(c2c1=O)CCCC3,4.8,-3.5,-2.5,-4.2,-1.5,-0.5,/,0.3,-1.0,106.0
COc1ccc(C2C(C(C)=O)=C(O)C(=O)N2c2nccs2)c(OC)c1 (centres undefined),10.3,-3.0,-4.1,-5.0,2.7,-8.9,7.6,-0.4,0.9,103.2
CCOC(=O)N1CCN(S(=O)(=O)c2ccc3[nH]c(=O)sc3c2)CC1,-5.4,-7.8,-1.3,6.9,10.9,-4.4,/,-2.4,2.1,99.5
Cc1cccc(OCc2nc3ccccc3n2C)c1,1.3,-6.9,-1.5,-1.6,1.8,-6.2,12.4,-0.4,-1.3,115.2
COc1ccc(OC)c(CN2CCC(C(=O)N(C)CCc3ccc(OC)c(OC)c3)CC2)c1,-10.0,2.5,-0.9,-6.6,19.6,0.4,-0.8,-4.2,2.8,100.9
COc1cc(/C=N/N=C2/C(=O)Nc3ccccc32)cc(OC)c1O,-2.4,-8.1,0.0,7.2,0.8,-11.3,/,-0.1,-0.2,89.2
CN(C)/C=N/c1ncnc2c1cnn2-c1ccc(C(F)(F)F)cn1,-3.1,-2.7,-4.2,-4.5,1.1,-3.2,12.7,-0.2,1.6,119.5
C=CCN(CC=C)C(=O)c1cccc(S(=O)(=O)N2c3ccccc3CC2C)c1 (centres undefined),-10.9,-0.3,1.3,-10.7,8.2,4.9,-5.0,-1.6,1.7,92.6
O=C(Nc1ccc2c(c1)CCC2)c1cnc(Cl)c(Cl)c1,-15.3,3.2,-3.5,5.5,-46.5,0.9,-1.5,8.9,0.6,111.4
COc1ccc(NC(=O)CN2C(=O)c3cccc4cccc2c34)c(OC)c1,6.0,5.2,3.1,-40.2,1.4,-0.6,/,-0.2,-3.8,88.1
Nc1nnc(SCc2cccnc2)s1,6.2,1.8,-2.7,0.1,3.0,1.5,3.4,-0.5,-0.5,96.8
Cc1ccnc(NC(=O)C2CC(=O)N(Cc3ccccc3)C2)c1 (centres undefined),3.0,-5.6,1.4,3.2,20.8,5.1,?,-3.8,-0.5,108.9
COc1ccc([N+](=O)[O-])cc1NC(=O)COC(=O)C=C(C)C,19.9,2.9,-0.9,-10.9,0.0,2.8,-1.8,0.0,-0.1,125.0

# (continued)
SMILES,Arrestin-AP2 inh,Keap1-Nrf2 PPI,V-ATPase pHluor,RTF Ca sens inh,MOR-DOR inv ag,cardiac RTF act,Wnt bcat act,OPRM1-OPRD1 ag,LANA DNA inh,Pemphigus Ab inh
O=C(c1cc(Br)ccc1Cl)N1CCCC1,4.1,-4.1,-0.6,-9.9,15.9,5.1,0.3,-3.2,-1.2,102.4
O=[N+]([O-])c1ccc(/C=N/Nc2ccnc3cc(Cl)ccc23)o1,5.3,3.3,3.7,7.3,-58.7,1.1,11.1,10.5,-0.2,95.6
CCCn1c(N)c(C(=O)CSc2ncn[nH]2)c(=O)n(C)c1=O,0.6,-3.3,-3.2,-7.6,0.0,0.1,-2.1,0.0,3.3,102.0
CCOC(=O)N1CCN(C(=O)Cc2ccc(Cl)cc2)CC1,-7.5,-7.2,-2.2,2.4,4.6,-4.2,/,-0.8,-1.1,106.9
Cc1c(NC(=O)COc2cccc(Br)c2)c(=O)n(-c2ccccc2)n1C,-2.4,-6.6,6.4,-8.6,12.2,-5.5,-3.8,-2.3,-0.6,102.1
CC1=Nc2nc(N3CCCCCC3)c(C#N)c3c4c(nc(c23)N1)N(c1ccc2ccccc2c1)C(=O)C4,-6.2,-2.0,1.2,-9.2,9.2,1.0,/,-1.7,-1.1,88.2
COc1cccc(NC(=O)CN(C)C(=O)c2cccc(S(=O)(=O)N3CCN(c4ccc(F)cc4)CC3)c2)c1,-5.7,-6.8,0.6,-19.8,-9.3,-14.0,-0.9,1.4,3.8,103.2
CCNc1nc(NC(C)C)nc(Oc2ccc(OCCOc3ccc(C)cc3)nn2)n1,0.3,0.0,1.2,-5.0,10.7,4.6,/,-1.9,1.8,100.1
COc1ccccc1NC(=O)c1cc(S(=O)(=O)N2CCC3(CC2)OCCO3)ccc1F,4.9,0.3,-1.1,-7.7,-0.6,3.5,-4.7,0.1,1.2,101.5
COc1cc(/C=N/NC(=O)c2ccc(NC(=O)C3CCCCC3)cc2)ccc1O,-0.2,0.9,-1.6,-5.1,15.8,-5.6,0.7,-2.9,1.0,115.1
COc1ccc(OCC(=O)Nc2ccc3c(c2)nc(CCN2CCN(C)CC2)n3C)cc1,-2.2,-2.6,0.5,4.9,0.4,-2.3,0.0,-0.1,-0.3,95.0
Cn1c2c(c(=O)n(C)c1=O)C(c1cccc([N+](=O)[O-])c1)Nc1ccccc1O2 (centres undefined),-3.8,-3.9,0.8,0.0,3.5,1.9,/,-0.8,-2.0,111.3
O=C(Cc1ccc([N+](=O)[O-])cc1)N/N=C/c1ccco1,-7.5,-3.5,-1.3,0.6,19.6,2.3,-1.1,-4.3,-2.9,99.7
Cc1nc2cc(NC(=O)NCc3ccco3)ccc2o1,28.9,-3.3,-3.8,3.4,-15.9,2.4,/,2.5,3.3,79.4
COc1ccc(S(=O)(=O)Nc2ccc(Oc3ccsc3C(=O)O)cc2)cc1,1.4,0.6,1.5,-4.7,10.0,5.4,-0.7,-1.7,-2.0,94.0
Cc1ccsc1/C=N/NC(=O)c1ccncc1,8.9,0.2,1.1,-22.0,6.5,13.2,0.8,-1.4,-0.9,94.1
CCOC(=O)c1c(NC(=O)CSc2nnc(Cc3ccccc3)o2)sc(C)c1C,-3.6,-1.9,-3.7,-7.9,10.5,3.2,/,-1.9,0.5,104.6
CC1CCN(S(=O)(=O)c2ccc(NC(=O)C3CCCCC3C(=O)O)cc2)CC1 (centres undefined),-10.4,1.8,-0.6,-1.6,13.4,0.1,/,-2.6,-1.8,98.1
Cc1ccc(Cn2cccc(NC(=O)c3ccco3)c2=O)cc1,-3.8,-0.5,0.0,2.9,5.0,2.1,5.3,-0.9,-1.6,96.8
CC(=O)N/C(=C\c1ccccc1)C(=O)OCC(=O)N(C)C1CCS(=O)(=O)C1 (centres undefined),23.1,-0.8,-2.8,4.0,12.4,-6.4,-0.8,-2.9,-0.4,102.6
CCCN(CC(=O)Nc1ccccc1OC)Cc1c(O)ccc2ccccc12,2.3,1.5,-1.9,-11.8,-30.3,-4.6,-1.6,5.7,-0.7,93.3
Cc1c(Cl)cccc1NC(=O)COC(=O)c1c2c(nc3ccccc13)CCN(Cc1ccccc1)C2,5.5,-5.4,-0.5,0.0,-22.6,9.2,-4.4,4.3,0.4,104.8
COc1cc(/C=C/C(=O)OCC(=O)NC(=O)NC(C)C)cc(OC)c1OC,1.5,-0.7,-1.3,-2.2,17.0,7.9,1.2,-3.5,-1.7,104.2
O=C(c1ccccc1)c1ccc(OCCn2cnc3ccccc3c2=O)cc1,14.7,-0.2,0.0,-3.8,15.9,4.2,2.8,-2.9,0.0,103.8
O=C1C(Cl)=C(N2CCOCC2)C(=O)N1c1cccc(C(F)(F)F)c1,1.3,-3.2,-3.0,-5.2,-2.2,0.8,-1.5,0.4,0.6,109.9
CCn1c2ccccc2c2cc(NC(=S)N3CCOCC3)ccc21,26.1,-1.1,-1.9,2.9,9.2,-4.4,/,-1.8,-0.1,96.5

# In the list so far, these have bromine.
SMILES,Arrestin-AP2 inh,Keap1-Nrf2 PPI,V-ATPase pHluor,RTF Ca sens inh,MOR-DOR inv ag,cardiac RTF act,Wnt bcat act,OPRM1-OPRD1 ag,LANA DNA inh,Pemphigus Ab inh
O=C(c1cc(Br)ccc1Cl)N1CCCC1,4.1,-4.1,-0.6,-9.9,15.9,5.1,0.3,-3.2,-1.2,102.4
Cc1c(NC(=O)COc2cccc(Br)c2)c(=O)n(-c2ccccc2)n1C,-2.4,-6.6,6.4,-8.6,12.2,-5.5,-3.8,-2.3,-0.6,102.1
